# RGS4-Gao reg – modulates binding of RGS4 to human Galphao | P09471 | Multiplexed bead flow cytometry; actives lie on both sides | binding response (% of control), % at 10 µM | actives 0.33% (n = 220,000) | AID 1415; in the data active = binding response below about 49% or above about 150%; inactive = in between;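 note: fluorescent Galphao activated with aluminum fluoride binding bead-coupled RGS4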
# Target sequence (P09471 whole entry, looked up): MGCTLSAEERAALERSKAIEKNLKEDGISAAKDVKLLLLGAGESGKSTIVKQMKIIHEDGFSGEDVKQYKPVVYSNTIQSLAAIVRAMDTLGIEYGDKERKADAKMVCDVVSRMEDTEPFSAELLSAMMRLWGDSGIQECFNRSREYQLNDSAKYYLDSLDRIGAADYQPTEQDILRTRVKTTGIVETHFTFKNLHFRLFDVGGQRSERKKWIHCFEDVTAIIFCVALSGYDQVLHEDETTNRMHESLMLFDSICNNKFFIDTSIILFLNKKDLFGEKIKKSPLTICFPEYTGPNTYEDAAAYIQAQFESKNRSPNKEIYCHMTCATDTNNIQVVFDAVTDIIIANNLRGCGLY
# RGS8-Gao reg – human RGS8-Galphao interaction regulation | P09471 | multiplexed bead flow cytometry, RGS8-Galphao binding; actives lie on both sides | response (percent of control binding), % at 10 µM | actives 0.34% (n = 220,000); in the data active = response below about 60% or above about 140%; inactive = in between;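 note: Galphao activated as the GDP aluminium fluoride complex binding bead-coupled RGS8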
# RGS7-Gao – modulates binding of RGS7 to human Galphao | actives 0.35% (n = 220,000) | AID 1439 | binding response (% of control), % at 10 µM | P09471 | Multiplexed bead flow cytometry; actives lie on both sides; in the data active = binding response below about 49% or above about 150%; inconclusive = no clear call, values can overlap the other calls; inactive = in between;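 note: fluorescent Galphao held in activated GDP-AlF4 state binding bead-coupled RGS7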
# Starred values were filed as active, the others as inactive; ? = inconclusive; & = joins results of further samples. A portion of the library. The share of hits here may be higher or lower than overall.
SMILES,RGS4-Gao reg,RGS8-Gao reg,RGS7-Gao
CC1CN=C(Nc2ccc(F)c(Cl)c2)S1 (centres undefined),94,97,?
CCOP(=O)(OCC)/C(C#N)=C/c1ccoc1,103,103,?
c1ccc2c(CN3CCCCC3)c[nH]c2c1,105,103,?
CCOc1ccc(N=Cc2c(O)n(-c3ccc(C)c(C)c3)c(=O)[nH]c2=O)cc1,90,96,?
CCCCNC(=O)NC(C(N)=O)P(=O)(OCC)OCC (centres undefined),100,103,?
CC1CN(c2ccc([N+](=O)[O-])c(N3CCCCC3)c2)CCN1 (centres undefined),99,102,?
Cc1cccc(NC(=O)OC2CN3CCC2CC3)c1 (centres undefined),97,99,?
CC(=NCc1ccc2c(c1)OCO2)c1c(O)n(Cc2ccccc2)c(=O)[nH]c1=O,93,96,?
C=CCn1c(O)c(C(CC)=NCCN2CCN(C(=S)NC)CC2)c(=O)[nH]c1=O,87,96,?
Cn1c(O)c(/C=C2\N=c3ccccc3=C2CCNC(=S)NC2CC2)c(=O)n(C)c1=O,86,81,?
Cn1c(O)c(/C=N/N2CCOCC2)c(=O)n(-c2ccccc2)c1=S,125,99,?
Cc1cccc(OP(N)(=O)Oc2cccc(C)c2)c1,102,98,?

# Quoted at random: three compounds from above, in no set order.
SMILES,RGS4-Gao reg,RGS8-Gao reg,RGS7-Gao
C=CCn1c(O)c(C(CC)=NCCN2CCN(C(=S)NC)CC2)c(=O)[nH]c1=O,87,96,?
CCOP(=O)(OCC)/C(C#N)=C/c1ccoc1,103,103,?
c1ccc2c(CN3CCCCC3)c[nH]c2c1,105,103,?

# The listing continues.
SMILES,RGS4-Gao reg,RGS8-Gao reg,RGS7-Gao
CCC(C)n1c(O)c(C=NC(C)c2ccccc2)c(=O)[nH]c1=S (centres undefined),105,103,?
O=c1[nH]c(O)c(C=NC2CCCCC2)c(=O)[nH]1,105,104,?
O=c1[nH]c(O)c(Cc2ccc3c(c2)OCO3)c(=O)[nH]1,91,97,?
Cc1cccc(N2C(=O)NC(=O)/C(=C\C=C\c3ccco3)C2=O)c1,98,97,?
CCn1c(O)c(C=NCCN2CCOCC2)c(=O)[nH]c1=S,103,103,?
Cc1ccccc1NC(=O)NCCN1CC1,102,102,?
CCC1C2Cn3c(nc4ccccc43)C1N(C)O2 (centres undefined),97,102,?
O=c1[nH]c(=O)n(C2CCCCCC2)c(O)c1C=NCc1cccnc1,102,104,?
CCc1ccc(-n2c(O)c(C(C)=O)c(=O)[nH]c2=O)cc1 (tested in a mixture with another compound),80,90,?
O=C1NC(=O)N(c2ccccc2)C(=O)/C1=C\c1ccc([N+](=O)[O-])o1,99,98,?
CCc1ccc(NC(=O)CN2CC(c3ccccc3)CC2=O)cc1 (centres undefined),101,101,?
Cn1c(O)c(C=NCCN2CCOCC2)c(=O)n(C)c1=S,98,103,?
Cc1cc(C(=O)O)c(C)n1C1CC1,97,99,?
Cc1cccc(NC2=NCCCS2)c1,91,96,?
CN(C)c1ccc(C(=O)N/N=C/C23CC[C@@H](O)CC2(O)CC[C@@H]2[C@@H]3CCC3(C)C(C4=CC(=O)OC4)CCC23O)cc1 (some centres undefined),98,98,?
Cn1nnc(CC[N+](C)(C)C)n1,99,99,?
Cc1ccccc1-n1c(O)c(/C=N/NC(=O)c2ccccc2O)c(=O)[nH]c1=S,106,99,?
NS(=O)(=O)c1ccc(N=Nc2c(O)[nH]c(=S)[nH]c2=O)cc1,96,96,?
COC(=O)C(O)(c1ccc(NC(=O)c2ccccc2)cc1)C(F)(F)F (centres undefined),101,97,?
CN1C(=O)/C(=C\c2ccc(N3CCCCCC3)cc2)C(=O)NC1=S,91,93,?
C=CCN1CC[C@@]2(C)c3cc(O)ccc3CC1[C@@H]2C,118,110,?
CCCCn1c(O)c(C(C)=NCCc2c[nH]c3ccccc23)c(=O)[nH]c1=O,100,101,?
O=c1[nH]c(=S)n(C2CC2)c(O)c1C=NCC1CCCO1 (centres undefined),95,99,?
CCN(CC)c1ccc(N=Cc2c(O)n(-c3ccccc3)c(=O)[nH]c2=O)cc1,100,100,?
O=C1OCc2cc(N=Nc3c(O)[nH]c(=O)[nH]c3=O)ccc21,102,100,?
Cc1c(C(=O)c2ccccc2)c2ccccc2n1C,99,99,?
O=c1c2ccccc2[nH]c(=S)n1-c1cccnc1,102,103,?
COCCCn1c(N)c(C(=O)Nc2ccccc2)c2nc3ccccc3nc21,102,102,?
COC1CC(OC2CCC3(C)C(CCC4C3CCC3(C)C(C5=CC(=O)OC5)C(OC(C)=O)CC43O)C2)OC(C)C1OC1OC(COC2OC(CO)C(O)C(O)C2O)C(O)C(O)C1O (centres undefined),95,99,?
O=c1c2ccccc2[nH]c(=S)n1-c1ccc2c(c1)OCCO2,98,99,?
CCOC(=O)c1[nH]ncc1CN1CCCC(C(=O)c2cccc(Cl)c2)C1 (centres undefined),103,98,?
COc1ccc(N2C(=O)NC(=O)/C(=C/c3ccc([N+](=O)[O-])s3)C2=O)cc1,95,89,?
CCOc1ccc(Cl)cc1CNCCc1ccccc1F,100,106,?
CC1(C)CC(N(CCc2ccccc2)Cc2ccccc2)CCO1 (centres undefined),103,100,?
CCCc1c(C)nc(-c2ccc(C)cc2)nc1OC(=O)N(C)C,99,102,?
O=C1NC(=O)C(=Cc2coc3ccc(O)cc3c2=O)C(=O)N1,103,101,?
O=C1NC(=O)C(CCc2ccncc2)(Cc2ccc(OCc3ccccc3)cc2)C(=O)N1,89,94,?
Brc1ccccc1,95,98,?
CCCCCOc1ccc(C)cc1CN(CCCl)CCCl,105,103,?
Cc1onc(-c2c(Cl)cccc2Cl)c1/C(N)=N/OC(=O)N(C)C,86,91,?
CCc1n[nH]c(CCN)n1,103,98,?
Cn1c(O)c(C(=Nc2ccc(F)cc2)c2ccccc2Cl)c(=O)n(C)c1=O,108,104,?
CCOP(=O)(OCC)c1ccc(OP(=O)(c2cccc([N+](=O)[O-])c2)c2cccc([N+](=O)[O-])c2)cc1,88,95,?
COc1ccc(N=Cc2c(O)n(Cc3ccccc3)c(=S)[nH]c2=O)c(OC)c1,101,98,?
CNC(=O)O/N=C/c1nn(C(=O)C(C)(C)C)cc1Br,102,102,?
Cn1c(O)c(C=NCCN2CCOCC2)c(=O)[nH]c1=S,108,107,?
O=C1/C(=C\c2cccnc2)N2CCC1CC2,105,104,?
Cc1ccccc1-n1c(O)c(C(c2ccncc2)c2c(O)n(-c3ccccc3C)c(=O)[nH]c2=O)c(=O)[nH]c1=O,96&92,99&97,?
CCCCC/C(=N/O)c1c(C)[nH]c2ccccc12,96,97,?
CC(C)Oc1ccc(CC2(CCc3ccncc3)C(=O)NC(=O)NC2=O)cc1,88,92,?
CCN1CCc2ccccc2C1,99,102,?
Cc1cccc(C)c1OP(N)(=O)Oc1c(C)cccc1C,95,95,?
c1ccc(-c2nnc(C3CC(c4cccnc4)=NO3)o2)cc1 (centres undefined),106,101,?
O=[N+]([O-])c1cccc2c([As](=O)(O)O)cccc12,89,94,?
Cc1ccc2c(c1)C1CN(C)CCC1N2C(=O)c1cccs1 (centres undefined),101,99,?
CC/C(=N\NC(N)=O)c1c(O)[nH]c(=O)[nH]c1=O,101,100,?
CCC(CO)NC(=O)C1C=C2c3cccc4[nH]cc(c34)CC2N(C)C1 (centres undefined),95,104,?
CC(C)n1c(O)c(C=NCc2ccccc2)c(=O)[nH]c1=S,94,99,?
COc1cc(C[C@@H](C)N)c(OC)cc1I,71,86,?
CN1CCC(c2c[nH]c3ccccc23)C1 (centres undefined),99,101,?

# Remaining list, next part.
SMILES,RGS4-Gao reg,RGS8-Gao reg,RGS7-Gao
COc1ccc2c(c1)c(CCN)c(C)n2Cc1ccccc1,101,103,?
CCOP(=O)(OCC)Oc1cc(C)c(N(C)C)c(C)c1,123,113,?
O=c1[nH]c(=S)n(C2CC2)c(O)c1C=NCCc1ccccc1,104,102,?
CC(C)(C)N1C(=O)NC(=O)/C(=C\c2ccc3c(c2)CCN3CCCCl)C1=O,103,103,?
C=CCn1c(O)c(C(C)=O)c(=O)[nH]c1=O (tested in a mixture with another compound),99,98,?
CCC1(OC(=O)CN)C(=O)OCc2c1cc1n(c2=O)Cc2cc3ccccc3nc2-1 (centres undefined),100,100,?
CCCCCn1c(=O)c(C(=O)Nc2nc3ccccc3[nH]2)c(O)c2ccccc21,93,98,?
CCOP(=S)(OCC)Oc1cc(C)oc(=O)c1,101,100,?
O=[N+]([O-])c1ccc(N2CCCNCC2)c2ncccc12,99,100,?
NC(=S)c1cn(C2OC(CO)C(O)C2O)c2ncnc(N)c12 (centres undefined),121,98,?
O=C(/C=C/c1ccc2c(c1)OCO2)c1c(O)n(CCc2ccccc2)c(=O)[nH]c1=O,111,104,?
O=C1CCCN1CC#CCN1CCCC1,97,97,?
CCCCC(=O)N/N=C/c1c(O)n(CCc2ccccc2)c(=O)[nH]c1=O,97,101,?
CCCCn1c(O)c(/C=C2/C=CC=N2)c(=O)[nH]c1=O,100,99,?
CCN(CC)C(=O)c1ccc2c(c1)C1C(Cl)C(Sc3ccccc3[N+](=O)[O-])CC1C(C(=O)O)N2 (centres undefined),101,100,?
C=CCn1c(O)c(/C(C)=N/NC(=S)Nc2ccccc2)c(=O)[nH]c1=O,74,79,?
CN1CCN(/N=C/c2c[nH]c3ccccc23)CC1,106,99,?
CCOC(=O)c1ccc(N=C(CC)c2c(O)n(C)c(=O)n(C)c2=O)cc1,101,100,?
Cc1nc2c(c(=O)[nH]1)C(c1ccc([N+](=O)[O-])cc1)c1c(c3ccccc3oc1=O)O2 (centres undefined),102,101,?
O=c1[nH]c(=S)n(C2CC2)c(O)c1C=Nc1ccc2c(c1)OCO2,96,101,?
CNC(=O)Nc1ccc(C(O)(C(=O)OC)C(F)(F)F)cc1 (centres undefined),100,103,?
CN1C(=O)C(=Cc2sc(=O)n(-c3ccccc3)c2N2CCCCC2)C(=O)N(C)C1=O,118,105,?
CN1CCC2(CC1)NC(=O)c1ccccc1N2,100,100,?
O=C1NC(=O)N(Cc2ccco2)C(=O)/C1=C\c1ccc(-c2ccc(F)cc2)o1,99,76,?
Cc1c(CCN)ccc2c1[nH]c1ccccc12,96,98,?
CCOP(=O)(OCC)c1cc(CC)ccc1O,99,99,?
CC(=NCC1CCCO1)c1c(O)n(C2CCCCC2)c(=O)[nH]c1=O (centres undefined),98,101,?
CC1=C(C(=O)O)N2C(=O)C(NC(=O)Cc3ccccc3)C2SC1 (centres undefined),99,94,?
COc1ccc2c(c1O)[C@]13CCN(C)[C@H](C2)[C@@H]1CCC(=O)C3,123,116,?
C[C@H]1CC[C@H]2NCCN[C@H]2C1,70,90,?
COc1ccc(-n2c(O)c(C(C)=Nc3ccc4c(c3)CCC4)c(=O)[nH]c2=O)cc1,98,97,?
C=CCN=C(SCC(=O)c1ccc(Cl)cc1)c1c(O)n(C)c(=O)n(C)c1=O,96,102,?
CC(=NCCCn1ccnc1)c1c(O)n(-c2ccccc2)c(=O)[nH]c1=O,101,100,?
CC(=O)Cc1ccc(OC(C)C)cc1,101,100,?
CCOc1cc(/C=C2\C(=O)NC(=O)N(CCc3ccc(F)cc3)C2=O)ccc1O,100,96,?
O=C(NC(=O)c1c(F)cccc1F)Nc1cc(Cl)c(F)c(Cl)c1F,82,92,?
CCOP(=O)(OCC)C(Cc1ccccc1)NC(C)=O (centres undefined),99,101,?
c1ccc(NC2=NCCS2)cc1,85,94,?
CCOc1ccc(N=Cc2c(O)n(CCc3ccc(OC)c(OC)c3)c(=O)[nH]c2=O)cc1,99,100,?
O=C(CCl)Nc1nccs1,104,101,?

# Among those listed so far, these have a halogen.
SMILES,RGS4-Gao reg,RGS8-Gao reg,RGS7-Gao
CC1CN=C(Nc2ccc(F)c(Cl)c2)S1 (centres undefined),94,97,?
COC(=O)C(O)(c1ccc(NC(=O)c2ccccc2)cc1)C(F)(F)F (centres undefined),101,97,?
CCOC(=O)c1[nH]ncc1CN1CCCC(C(=O)c2cccc(Cl)c2)C1 (centres undefined),103,98,?
CCOc1ccc(Cl)cc1CNCCc1ccccc1F,100,106,?
Brc1ccccc1,95,98,?
CCCCCOc1ccc(C)cc1CN(CCCl)CCCl,105,103,?
Cc1onc(-c2c(Cl)cccc2Cl)c1/C(N)=N/OC(=O)N(C)C,86,91,?
Cn1c(O)c(C(=Nc2ccc(F)cc2)c2ccccc2Cl)c(=O)n(C)c1=O,108,104,?
CNC(=O)O/N=C/c1nn(C(=O)C(C)(C)C)cc1Br,102,102,?
COc1cc(C[C@@H](C)N)c(OC)cc1I,71,86,?
CC(C)(C)N1C(=O)NC(=O)/C(=C\c2ccc3c(c2)CCN3CCCCl)C1=O,103,103,?
CCN(CC)C(=O)c1ccc2c(c1)C1C(Cl)C(Sc3ccccc3[N+](=O)[O-])CC1C(C(=O)O)N2 (centres undefined),101,100,?
CNC(=O)Nc1ccc(C(O)(C(=O)OC)C(F)(F)F)cc1 (centres undefined),100,103,?
O=C1NC(=O)N(Cc2ccco2)C(=O)/C1=C\c1ccc(-c2ccc(F)cc2)o1,99,76,?
C=CCN=C(SCC(=O)c1ccc(Cl)cc1)c1c(O)n(C)c(=O)n(C)c1=O,96,102,?
CCOc1cc(/C=C2\C(=O)NC(=O)N(CCc3ccc(F)cc3)C2=O)ccc1O,100,96,?
O=C(NC(=O)c1c(F)cccc1F)Nc1cc(Cl)c(F)c(Cl)c1F,82,92,?
O=C(CCl)Nc1nccs1,104,101,?

# Compound activity as filed in PubChem.
